# TAAR1 agonist: human TAAR1 agonists, primary screen, Fluo-8 calcium fluorescence, CHO RD-HGA16 cells; Trace amine-associated receptor 1 (Homo sapiens), Q96RJ0; vehicle wells 0%, saturating PEA agonist 100%; activation, % at 3 µM; 360,000 tested, 0.99% active; AID 624467, 2012;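 active means activation above the mean activation of all test compounds in the run plus 3 SD, cut at about 38% in these data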
#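 Assay system – CHO-derived RD-HGA16 cells with stable Gα16 and human TAAR1 · Compound dosing – one-point dosing at 3 µM (nominal) · Incubation – 17-24 h seeding, 75 min 37 °C dye, 30 min RT · Measured by – kinetic Fluo-8 calcium fluorescence · Control set – DMSO vehicle as 0%, PEA at EC100 as 100% · Repeats – single well for each compound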
# M1 antag: human M1 muscarinic receptor antagonists, primary screen, CHO-K1 cells, Fluo-8 calcium fluorescence, 1536-well. inhibition, % at 3 µM. Muscarinic acetylcholine receptor M1 (Homo sapiens), P11229. CHO-K1 hM1, ACh EC80 antagonist. AID 588852, 2011. 360,000 tested, 1.3% active;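 active means percent inhibition above its own plate's cutoff, namely the mean of that plate's compound wells plus 3 SD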;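 further: peak over basal fluorescence ratio during 140 s after agonist addition; 0% = ACh EC80 plus DMSO and 100% = DMSO alone without agonist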
# Target sequence (P11229 whole entry, looked up): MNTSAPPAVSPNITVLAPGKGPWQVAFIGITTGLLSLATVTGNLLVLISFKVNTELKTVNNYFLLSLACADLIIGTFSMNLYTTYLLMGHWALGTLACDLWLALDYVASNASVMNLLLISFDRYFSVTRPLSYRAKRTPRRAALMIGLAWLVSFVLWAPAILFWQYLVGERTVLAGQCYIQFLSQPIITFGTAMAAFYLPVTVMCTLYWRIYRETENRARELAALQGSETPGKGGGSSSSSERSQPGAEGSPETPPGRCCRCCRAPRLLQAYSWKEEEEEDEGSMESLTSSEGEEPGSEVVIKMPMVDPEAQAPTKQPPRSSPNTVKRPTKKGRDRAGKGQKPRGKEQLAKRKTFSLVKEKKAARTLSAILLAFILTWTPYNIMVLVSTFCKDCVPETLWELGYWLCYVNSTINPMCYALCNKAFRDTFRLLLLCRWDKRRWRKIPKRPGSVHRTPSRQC
# M5 PAM: human M5 muscarinic receptor positive allosteric modulators, primary screen, CHO-K1 cells, Fluo-8 calcium fluorescence | Muscarinic acetylcholine receptor M5 (Homo sapiens), P08912 | CHO-K1 hM5, ACh EC20 PAM; 0% = ACh EC20, 100% = ACh EC100 | activation, % at 3 µM | 360,000 tested, 0.3% active;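 active means activation above the run cutoff, the mean activation of all test compounds plus 3 SD, cut at about 18% in these data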
# Target sequence (P08912 whole entry, looked up): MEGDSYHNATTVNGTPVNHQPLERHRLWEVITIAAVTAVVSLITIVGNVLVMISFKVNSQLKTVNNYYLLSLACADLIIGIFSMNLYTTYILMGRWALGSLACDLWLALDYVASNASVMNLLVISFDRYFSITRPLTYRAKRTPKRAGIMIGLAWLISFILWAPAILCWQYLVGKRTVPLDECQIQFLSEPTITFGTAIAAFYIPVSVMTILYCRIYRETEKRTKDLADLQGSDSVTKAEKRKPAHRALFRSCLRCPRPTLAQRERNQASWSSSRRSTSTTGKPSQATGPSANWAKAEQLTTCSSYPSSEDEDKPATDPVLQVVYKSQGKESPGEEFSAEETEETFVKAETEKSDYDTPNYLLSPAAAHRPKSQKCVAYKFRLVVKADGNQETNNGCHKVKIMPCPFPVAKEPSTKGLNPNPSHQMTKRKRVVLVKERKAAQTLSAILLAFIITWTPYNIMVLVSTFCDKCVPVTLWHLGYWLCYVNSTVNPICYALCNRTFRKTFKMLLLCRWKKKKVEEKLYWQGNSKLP
#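 System: CHO-K1 cell line with stable human muscarinic M5 receptor expression | Also added: EC20 acetylcholine as agonist stimulus | Compound: One concentration, 3 µM final (nominal) | Timing: Fluo-8 loading 80 min at 37 °C plus 30 min room temperature | Measured by: Fluo-8 calcium dye fluorescence, kinetic read | Read-out basis: % activation, ACh-normalized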
# CHRM1 agonist: human M1 muscarinic receptor agonists, primary screen, Fluo-8 calcium fluorescence, CHO-K1 cells, HTS. CHO-K1 hM1, agonist mode; 0% DMSO, 100% acetylcholine EC100. activation, % at 3 µM. 360,000 tested, 0.33% active;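 active means activation above the run's mean compound activation plus 3 SD, cut at about 16% in these data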;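 further: peak over basal fluorescence ratio within a 140 s kinetic read after compound addition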
# CHRM1 PAM: human M1 muscarinic receptor positive allosteric modulators, primary screen, CHO-K1 cells, Fluo-8 calcium fluorescence, 1536-well; activation, % at 3 µM; 360,000 tested, 0.088% active; CHO-K1 hM1, ACh EC20; 0% = ACh EC20, 100% = maximal ACh; Muscarinic acetylcholine receptor M1 (Homo sapiens), P11229; in the data active means activation above about 19%, passing the limit was not always enough
# M4 ag: human M4 muscarinic receptor agonists, primary screen, CHO-K1 cells, Fluo-8 calcium fluorescence; 360,000 tested, 0.14% active; CHO-K1 hM4/Gqi5; vehicle 0%, full acetylcholine response 100%; activation, % at 3 µM; Muscarinic acetylcholine receptor M4 (Homo sapiens), P08173;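 active means activation above the run mean over all test wells plus 3 SD, cut at about 32% in these data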;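 further: peak over basal fluorescence ratio per well then scaled between controls; 0% = DMSO wells and 100% = acetylcholine at EC100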
# CHRM5 antagonist: human M5 muscarinic receptor antagonists, primary screen, CHO cells, Fluo-8 calcium fluorescence; 360,000 tested, 0.59% active; CHO-hM5 cells, ACh EC80; inhibition, % at 3 µM;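 active means inhibition above a per-plate cutoff, the mean of that plate's test compounds plus 3 SD, cut at about 27% in these data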;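 further: 0% = acetylcholine EC80 with DMSO and 100% = DMSO without agonist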
# CHRM4 antagonist: human M4 muscarinic receptor antagonists, primary screen, CHO cells, Fluo-8 calcium fluorescence | 360,000 tested, 0.73% active | Muscarinic acetylcholine receptor M4 (Homo sapiens), P08173 | inhibition, % at 3 µM | AID 624125, 2012 | CHO-hM4 cells, ACh EC80;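 active means inhibition above its plate's cutoff, the mean inhibition of sample wells plus 3 SD, cut at about 27% in these data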;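 further: 0% = acetylcholine EC80 with DMSO and 100% = DMSO without agonist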
# CHRM5 agonist: human M5 muscarinic receptor agonists, primary screen, CHO-K1 cells, Fluo-8 calcium fluorescence | Muscarinic acetylcholine receptor M5 (Homo sapiens), P08912 | CHO-K1 hM5 cells; 0% DMSO wells, 100% maximal acetylcholine response | activation, % at 3 µM | 360,000 tested, 0.19% active;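 active means activation above the run's mean over test compounds plus 3 SD, cut at about 23% in these data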;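 further: signal is peak over basal fluorescence ratio across the kinetic read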
# An asterisk follows results filed as active; . = not tested or not shown. The list is partial. The share of hits here may be higher or lower than overall.
SMILES,TAAR1 agonist,M1 antag,M5 PAM,CHRM1 agonist,CHRM1 PAM,M4 ag,CHRM5 antagonist,CHRM4 antagonist,CHRM5 agonist
CC1CN(c2sc(S(C)(=O)=O)nc2S(=O)(=O)c2ccc(Cl)cc2)CC(C)O1 (stereo unspecified),0,2,-2,1,12,2,19,4,-4
Cc1cc(C(=O)CSc2ccc3c(c2)OCCO3)c(C)n1C1CC1,0,-1,-5,-8,0,5,3,0,-1
Cc1cc(C)c(OCCN2CCCC2)c(Cl)c1,0,-16,1,-3,10,1,-12,-7,-7
CCOc1ncccc1C(=O)N1CCN(S(=O)(=O)c2ccccc2)CC1,1,0,-4,-6,4,2,2,-16,-3
CC(NC(=O)NC12CC3CC(CC(C3)C1)C2)C1CCCO1 (stereo unspecified),2,-9,5,-3,5,0,-5,2,3
COC(=O)C1=COC(OC2OC(CO)C(O)C(O)C2O)C2C(C)CC(=O)C12 (stereo unspecified),1,-14,-4,-2,6,0,7,-1,3
COc1ccc(/C(O)=C2/C(=O)C(=O)N(CCN(C)C)C2c2cccnc2)cc1OC (stereo unspecified),1,-9,-1,-4,11,1,-7,-13,-5
O=C(NC(=S)N1CCCC1)c1ccccc1Cl,4,-10,-3,-3,8,1,-2,7,0
O/N=C(/CCc1ccccc1)C1(O)CCCCC1,7,-31,-1,1,4,0,2,3,5
C/C(=N\NC(=O)CC#N)c1cc2ccc(O)cc2oc1=O,5,11,0,-4,-4,0,11,-2,-3
COc1ccc(CCNC(=O)Cn2cc(C(F)(F)F)cc(Cl)c2=O)cc1,6,-8,-6,-4,13,1,-3,-2,-2
Cc1nn(-c2ccccc2)c(Cl)c1/C=N/NC(=O)c1ccco1,4,8,-9,-4,1,0,2,10,-3
CC(=O)Nc1ccccc1O,1,-33,5,0,8,-1,4,-3,0
CCc1cc2c(C)ccc(C)c2nc1SCC(=O)Nc1c[nH]c(=O)[nH]c1=O,8,2,-1,-3,5,0,6,9,3
COc1ccc(Cc2nc3ccccc3n2CC(=O)N/N=C/c2ccc(O)cc2)cc1OC,0,-8,-7,-7,7,-1,9,10,0
Cn1c(SCC(=O)NCCN2C(=O)CSC2=O)nc2ccccc2c1=O,0,-4,-3,-4,9,1,0,1,2
O=C(NC1CCCC1)c1c[nH]c2ccc(F)cc2c1=O,14,-8,-4,-1,8,3,8,-2,-5
CCOC(=O)Cc1csc(NS(=O)(=O)c2ccc(Br)cc2)n1,-1,-1,7,-4,1,3,-29,-11,2
Cc1c(N)cc(C(=O)N2CCOCC2)cc1[N+](=O)[O-],-2,-3,-1,-2,-1,1,3,-2,3
Cn1nnc(NC(=S)NC(=O)c2cccs2)n1,2,-4,-1,-5,1,1,4,-6,-2
Cc1cc(C)cc(-n2ncc3c2CCCC3NC(=O)CCN2CCCC2=O)c1 (stereo unspecified),1,9,6,-3,-2,2,-6,-2,-3
Cc1ccc(-n2cc(-c3ccccc3)[nH]c2=O)cc1F,4,-16,0,-5,-1,0,4,0,-2
COc1cc(C=O)ccc1OCc1cccc(Br)c1,0,10,-2,-2,-8,0,5,-4,-6
COc1ccc(CCn2cnc(=O)c(C#N)c2C)cc1OC,7,-14,-1,-5,10,1,-4,-9,-6
CC(C)(C)C(C(=O)O)N1CCS(=O)(=O)CC1 (stereo unspecified),1,-4,1,-6,6,3,-12,2,2
COc1ccc(-c2cc(NC(C)=O)c3ncc(-c4cccc(C(F)(F)F)c4)n3c2)c(OC)c1,-1,3,-2,-1,7,1,13,4,0
Cc1nc(C(F)(F)F)c(C(=O)N=CN(C)C)s1,4,-3,-8,-6,-1,8,8,-14,1
CCOC(=O)c1ccccc1NC(=O)Cc1ccc(S(=O)(=O)N2CCCC2)s1,4,-9,-17,-5,5,3,17,4,-3
O=S(=O)(c1ccccc1)N(Cc1nc(-c2ccccc2)no1)C1CCCCC1,2,3,-8,-3,-6,4,-10,19,-5
Cc1ccc(S(=O)(=O)CCC(=O)OC(C)C(=O)c2c(C)[nH]c3ccccc23)cc1 (stereo unspecified),2,-4,2,-3,4,1,-4,-9,-2
Cn1cc([N+](=O)[O-])c(C(=O)NC2CCCC2)n1,2,-4,-4,-2,2,1,19,0,-4
O=C(N/N=C/c1cccc(OC(=O)N2CCOCC2)c1)c1cccs1,1,2,-12,-1,-6,3,13,1,0
CSc1ccccc1-n1nnnc1SCC(=O)Nc1ccccc1C,6,-5,-2,-2,-1,8,-4,-1,1
Fc1ccc(/C=C\c2nccc3c2[nH]c2ccccc23)cc1,0,-6,-6,-7,4,1,13,2,-8
COc1ccccc1OCC(O)Cn1c(=N)n(CCN2CCCCC2)c2ccccc21 (stereo unspecified),5,19*,0,-6,-22,1,3,17,-5
CCNS(=O)(=O)c1ccc(CCC(=O)NCc2ccc(C)cc2)cc1,1,0,-3,-6,4,0,1,-3,-2
CC(=O)C1=C(C)NC(C)=C(C(C)=O)C1c1ccccc1,1,-11,3,3,9,3,5,-8,-2
CCOC(=O)c1c(S(=O)(=O)NCC(=O)NCc2ccccc2Cl)c(C)n(C)c1C,-1,-10,-2,-14,2,1,3,3,-6
CCOC(=O)C1(NC(=O)C2(N3C(=O)c4ccccc4C3=O)CCCC2)CCCC1,0,-13,10,-1,6,1,-6,-6,2
Cc1ccc(CC2C(=O)N(c3ccccc3)C(=O)C2C)cc1 (stereo unspecified),-1,-17,1,-1,7,2,-14,-13,11

# Full records from above. Values in the order: TAAR1 agonist	M1 antag	M5 PAM	CHRM1 agonist	CHRM1 PAM	M4 ag	CHRM5 antagonist	CHRM4 antagonist	CHRM5 agonist
# COc1ccc(CCn2cnc(=O)c(C#N)c2C)cc1OC is entered as 7	-14	-1	-5	10	1	-4	-9	-6
# Cc1ccc(-n2cc(-c3ccccc3)[nH]c2=O)cc1F is entered as 4	-16	0	-5	-1	0	4	0	-2
# COc1ccccc1OCC(O)Cn1c(=N)n(CCN2CCCCC2)c2ccccc21 (stereo unspecified) is entered as 5	19*	0	-6	-22	1	3	17	-5

# Just M1 antag, CHRM4 antagonist and CHRM5 antagonist, for some of the entries so far:
Structure | M1 antag | CHRM4 antagonist | CHRM5 antagonist
COc1cc(C=O)ccc1OCc1cccc(Br)c1 | 10 | -4 | 5
COc1ccc(CCn2cnc(=O)c(C#N)c2C)cc1OC | -14 | -9 | -4

# (list continues)
SMILES,TAAR1 agonist,M1 antag,M5 PAM,CHRM1 agonist,CHRM1 PAM,M4 ag,CHRM5 antagonist,CHRM4 antagonist,CHRM5 agonist
COc1cc(OC)c2ccc(=O)oc2c1C(CCN1CCN(c2ccccc2)CC1)c1ccc(N(C)C)cc1 (stereo unspecified),-1,-4,0,-7,2,0,7,2,-2
COc1cc(/C=N/N=C(/N)c2nonc2N)cc(Br)c1OCc1cccc(C)c1,4,2,-6,-3,2,0,3,3,-1
COC(=O)c1oc2c(c1C)C(=O)CCC2,2,-2,1,-6,2,0,-4,5,-1
COC(=O)CN1C(=O)C(C)(C)Oc2ccc(C(=O)Nc3ccccc3F)cc21,1,-13,-2,-1,10,5,5,-2,-1
Cc1ccc(C(=O)OCC(=O)N2CCC(Cc3ccccc3)CC2)cc1N,1,-8,4,0,8,5,7,7,0
COc1ccccc1NC(=O)CC12CC3CC(CC(Br)(C3)C1)C2,-5,-17,7,-1,16,1,-7,1,-1
O=C(/C=C/NCc1cccnc1)c1ccc(Br)cc1,1,-12,0,-3,4,1,3,0,3
Cc1ccc(NC(=O)Cn2c(O)c(N=NC(=O)c3ccncc3)c3ccccc32)cc1,.,5,4,-4,-1,1,7,-2,3
Nc1cnc(Nc2ccc(Br)cc2)nc1N,35,2,-9,-8,0,0,19,-8,-4
Cc1cnc(C(=O)OCC(=O)NC(=O)c2ccccc2)cn1,1,-10,-2,-2,14,0,-1,-3,6
CCC(=O)N(Cc1ccco1)c1nc(-c2ccc(OC)cc2)cs1,1,5,-2,-1,0,-1,1,3,-2
COC(=O)C1(c2ccccc2)NC(c2cccs2)C2C(=O)N(c3ccccc3)C(=O)C21 (stereo unspecified),5,-17,-3,41*,14,18,-11,-20,53*
CCCCn1nnnc1C(c1cc2ccccc2o1)N1CCN(C(=O)OCC)CC1 (stereo unspecified),2,.,-4,.,.,3,2,-4,3
COc1ccc(OC)c(NC(=O)c2oc3ccccc3c2NC(=O)C2CC2)c1,0,-11,5,2,19,1,9,-5,-3
CCCCN(C)C(=S)Nc1ccc(Oc2ccccc2)cc1,-1,3,-2,-8,-14,1,2,9,-5
O=C(CNC(=O)c1ccccc1F)N/N=C/c1ccc2c(c1)OCO2,1,-6,4,-5,10,0,-2,-1,-2
COC(=O)C12CC3CC(C1)CC(n1cnc(Cl)n1)(C3)C2,4,-5,5,-2,6,0,-2,2,-2
COc1ccc(NC(=O)c2c(-c3c(Cl)cccc3Cl)noc2C)c(OC)c1,3,-14,0,-8,2,-1,4,0,-5
COc1ccc2[nH]c(C(=O)NCc3ccccc3)cc2c1,-1,-4,4,-3,0,2,-2,4,2
CC1CCN(S(=O)(=O)N2CCC(C(=O)NC3CCCC3)CC2)CC1,-1,-14,4,-1,9,2,-8,-9,1
C=Cc1ccc(CN2CCCN(Cc3ccc(Cl)cc3)S2(=O)=O)cc1,1,-4,0,-6,-1,0,0,-4,-1
CCCn1nnc(NC(=O)c2ccco2)n1,12,-9,4,1,9,0,1,-8,1
CN(C)S(=O)(=O)c1cccc(C(=O)NCc2ccco2)c1,3,-9,0,-4,5,1,-1,1,-2
Cc1cnn(C(=S)NCC2CCCO2)c1 (stereo unspecified),3,-13,-2,-2,9,2,3,4,-5
CCOC(=O)C1=C(O)/C(=C/c2ccc(OCC(=O)Nc3ccc(C)cc3)cc2)N=C1C,-1,2,-3,-5,2,0,12,2,-7
C=C1C(=O)OC2C=C(CO)C3OC3C3OC3(C)CC(OC(=O)/C(=C/C)COC(C)=O)C12 (stereo unspecified),1,-8,1,0,7,0,12,6,2
Cc1ccc(S(=O)(=O)NCCNC(=O)c2cc(OCC(F)(F)F)ccc2OCC(F)(F)F)cc1,1,5,-5,-5,-1,-1,3,4,-1
Nc1cc(Cl)ccc1N1C(=O)CCC1=O,0,-5,2,-3,11,0,1,-2,-1
O=C(NCCc1ccccc1)c1cc([N+](=O)[O-])ccc1N1CCOCC1,2,-7,4,-2,7,2,9,-6,-1
COc1ccc(/C=N/NC(=O)CSc2ccccn2)cc1OC,2,-5,-4,-2,3,1,3,-3,1
